Bioassay records (PubChem)
G9a inh = blocks human histone lysine methyltransferase G9a; Q96KQ7; G9a H3K9 monomethylation, AlphaScreen, 2 h; Potency, µM (titrated, usually from 102 µM), inactives show at the highest dose activity, negative = inhibition, most hits filed as inhibitors; 8.8% of 350,000 active; note: % is set by controls: 0 for no effect and ±100 for the full control effect; nearly all actives have a fitted effect of over 75% in size
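Step 1: enzyme (final 20 nM) with compound, 15 min RT. Step 2: substrate peptide 500 nM and SAM 20 uM, 2 h RT. Step 3: anti-H3K9me1 antibody and AlphaScreen beads, 10 min, then plate read.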
HP1b chromo inh = inhibitors of HP1-beta chromodomain binding to methylated histone tails. P83916. AlphaScreen HP1-beta / biotin-H3K9me3 peptide binding. Potency, µM (titrated, usually from 114 µM), inactives show top-dose activity change, negative = inhibition, hits mostly inhibitors. 0.56% of 390,000 active. AID 540317; note: nearly all actives have a fitted effect of over 70% in size; inactives centre near 23
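HP1-beta protein (50 nM final) preincubated 30 min at room temperature with biotinylated H3(1-18)K9me3 peptide (50 nM) in PBS pH 7.4, 0.01% Tween-20, then compound added for 30 min. AlphaScreen streptavidin donor/nickel chelate acceptor beads (10 ug/mL final), 30 min dark, luminescence read.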
GLS inhibitor = inhibitors of human glutaminase (GLS); O94925; GLS enzymatic activity, qHTS titration; Potency, µM (top dose mostly 45.5 µM), inactives show top-dose activity change, negative = inhibition, actives largely listed as inhibitors; 0.21% of 410,000 active; note: % is set by controls: 0 for no effect and ±100 for the full control effect
Target sequence (O94925 whole entry, looked up): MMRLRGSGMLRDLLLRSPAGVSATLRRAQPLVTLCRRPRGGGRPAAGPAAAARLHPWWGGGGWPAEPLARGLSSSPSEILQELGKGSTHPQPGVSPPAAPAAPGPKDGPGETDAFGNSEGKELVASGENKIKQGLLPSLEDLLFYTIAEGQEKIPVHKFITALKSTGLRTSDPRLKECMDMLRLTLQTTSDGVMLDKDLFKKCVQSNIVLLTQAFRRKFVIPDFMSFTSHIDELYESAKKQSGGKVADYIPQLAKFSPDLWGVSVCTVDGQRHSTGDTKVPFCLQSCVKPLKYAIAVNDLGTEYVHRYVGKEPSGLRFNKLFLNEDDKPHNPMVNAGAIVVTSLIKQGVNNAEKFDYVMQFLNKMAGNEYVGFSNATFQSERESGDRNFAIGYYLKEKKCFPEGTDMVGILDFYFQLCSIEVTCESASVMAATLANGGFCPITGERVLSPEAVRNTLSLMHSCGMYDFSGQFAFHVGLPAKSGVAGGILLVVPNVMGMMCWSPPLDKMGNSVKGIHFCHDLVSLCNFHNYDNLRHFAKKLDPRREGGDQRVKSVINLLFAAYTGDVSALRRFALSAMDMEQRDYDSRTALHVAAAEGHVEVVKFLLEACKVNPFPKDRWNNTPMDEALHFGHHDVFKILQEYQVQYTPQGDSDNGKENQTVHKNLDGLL
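hKGA; 45 mM KH2PO4 pH 8.2 + 0.02% Tween-20; cpd via pin tool; 1 mM Gln soln; GluOx/HRP/Amplex Red; RT 30 min; fluor. t0 & final.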
BAZ2B block = BAZ2B (human) inhibition; Q9UIF8; AlphaScreen BAZ2B-H3K14Ac peptide displacement; Potency, µM (top dose mostly 114 µM), without a hit: at the highest dose activity change, negative = inhibition, hits mostly inhibitors; 4.4% of 360,000 active; AID 504333; note: % is set by controls: 0 for no effect and ±100 for the full control effect; nearly all actives have a fitted effect of over 60% in size
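AlphaScreen luminescence quantifies BAZ2B engagement of H3K14Ac peptide; the protein and biotinylated peptide are both at 50 nM final, buffer PBS pH 7.4 with 0.01% Tween-20, all steps at room temperature.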
Pol iota inh = blocks human DNA polymerase iota activity; 1% of 390,000 active; Potency, µM (doses to about 115 µM), for inactives: at the highest dose activity, negative = inhibition, actives largely listed as inhibitors; AID 588590; Pol iota fluorescent replication assay, 10 min; Q9UNA4
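Fluorescent replication assay read twice, at 0 min and 10 min after adding 50 nM (final) substrate. Enzyme (10 nM) and compounds were first incubated 15 min at room temperature; enzyme-free buffer wells were negative controls.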
JMJD2A Tudor = inhibitors of human JMJD2A Tudor domain; AID 504339; AlphaScreen JMJD2A-Tudor / H3K4me3 peptide binding; O75164; 4.4% of 390,000 active; Potency, µM (highest dose often 114 µM), for inactives: at the top dose activity change, negative = inhibition, hits mostly inhibitors; note: % is set by controls: 0 for no effect and ±100 for the full control effect; nearly all actives have a fitted effect of over 50% in size
Pin1 inh = blocks the human prolyl isomerase Pin1 | 0.009% of 390,000 active | Potency, µM (series often up to 115 µM), inactives show at the top dose activity, negative = inhibition, actives largely listed as inhibitors | Pin1 FP peptide displacement, HiFluor488, 10 min; active = well fitted inhibition curve with a large enough effect in the polarisation, with a control signal flat, not every such curve was filed as active; inconclusive = small, poorly fitted or top-dose-only effect, or effect the other way, or a change in a side signal; inactive = no such curve, though single readings can be large or run the other way; the % refers to the polarisation; note: % is set by controls: 0 for no effect and ±100 for the full control effect
Target sequence (Q13526 whole entry, looked up): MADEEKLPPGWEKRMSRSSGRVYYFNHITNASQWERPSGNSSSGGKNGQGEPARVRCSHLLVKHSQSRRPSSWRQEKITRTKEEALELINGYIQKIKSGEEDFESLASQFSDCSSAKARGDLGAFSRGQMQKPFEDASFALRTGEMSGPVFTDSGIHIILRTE
BLM helicase inh = inhibitors of human Bloom syndrome helicase BLM. P54132. recombinant BLM DNA unwinding, fluorescence dequenching. Potency, µM (doses to about 56.1 µM), inactives show at the highest dose activity change, negative = inhibition, hits mostly inhibitors. 0.2% of 350,000 active. AID 2528;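 note: plate controls were vehicle for no effect and no enzyme for full effect; nearly all actives have a fitted effect of over 35% in size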
Tb PGK inh = inhibitors of T. brucei phosphoglycerate kinase | 0.043% of 380,000 active | PGK/GAPDH coupled, Kinase-Glo luminescence, 60 min | Potency, µM (doses to about 57.5 µM), for inactives: at the highest dose activity change, negative = inhibition, usual class: inhibitors; note: % is set by controls: 0 for no effect and ±100 for the full control effect; nearly all actives have a fitted effect of over 60% in size
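Luminescent ATP detection (Kinase-Glo Plus) follows a 60-minute room-temperature incubation, with wells lacking PGK as controls. Buffer: 100 mM TEA (pH 7.6), 5 mM MgCl2, 0.01% Tween-20. Coupling enzyme GAPDH (100 nM final) supplies unstable 1,3-BPG in-well.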
* marks the source's active call; other numbers are inactive results; i = inactive; ? = inconclusive; . = no result given; [ ] = remark or other dose. Unless noted, calls come from the whole dose curve; as a rule, active = well fitted curve in the direction sought with a large enough effect; inconclusive = small, poorly fitted or top-dose-only effect, or another doubt; inactive = no such curve, though single readings can be large; an effect the other way counts as inactive or inconclusive. Potency is the fitted concentration of half-maximal effect.

SMILES	G9a inh	HP1b chromo inh	GLS inhibitor	BAZ2B block	Pol iota inh	JMJD2A Tudor	Pin1 inh	BLM helicase inh	Tb PGK inh
COc1ccc(CCC(=O)Nc2ncc(C)s2)cc1OC	-7%	29%	-5%	-12%	16%	-2%	-6%	-1%	-3%
COc1cccc(Nc2ncnc3sccc23)c1	-8%	39%[activator]	-2%	13%	25%	-1%	4%	1%	-1%
CCOC(=O)C1CCN(c2c(NCCN(CC)c3ccccc3)c(=O)c2=O)CC1	-10%[12.7 µM]	38%	48%[activator]	-4%	30%[activator]	3%	7%	-3%	7%
COc1ccc(CCNC(=O)c2cc3c(=O)n4ccccc4nc3n(CC3CCCO3)c2=N)cc1OC (stereo not given)	1%[12.7 µM]	16%	-9%	-34%	14%	-17%	-4%	34%[activator]	1%
Cn1c(SCC(=O)N2CCCC2)nc2ccccc2c1=O	-9%[59 µM]	22%	-9%	3%	-3%	-12%	6%	-8%	i
CCN(CC)CCn1c(=N)n(CC(=O)c2ccc(C)cc2)c2ccccc21	.	32%	0%	-35%	?	-7%	0%	-9%	-5%
CCCCN(C)C(=O)CNC(=O)c1nn(-c2ccc(OC)cc2OC)c(=O)c2ccccc12	25%	21%	1%	4%	100%[activator]	-3%	1%	-3%	-9%
CCN1/C(=C2\SC(=S)N(Cc3ccccc3)C2=O)Sc2ccccc21	18%[59 µM]	57%[activator]	0%	2%	?	2%	3%	2%	-3%
COC(=O)/C=C1\S/C(=N/N=C/c2ccccc2)NC1=O	?	13%	-5%	0%	17%	-21%	3%	0%	-7%
C#CCOCCOCCOCCNc1nc(N2CCN(C(=O)[C@H](C(C)C)n3cc(CCO)nn3)CC2)nc(N2CCN(C(=O)[C@H](C(C)C)n3cc(CCO)nn3)CC2)n1	45µM*	36%	-2%	?	4%	-8%	3%	5%	0%
Cc1cc(-c2ccccc2)[nH]c(=O)c1C#N	-2%	51%[activator]	6%	-2%	66%[activator]	-2%[57.1 µM]	-2%	0%	6%
CC(=O)Nc1ccc(Nc2ncnc3c2cnn3-c2cccc(C)c2)cc1	-32%[59 µM]	20%	-2%	2%	7%	-7%	?	-3%	-5%
CCS(=O)(=O)N1CCc2cc(C(=O)N3CCN(c4cccc(C(F)(F)F)c4)CC3)ccc21	?	10%	1%	?	19%	-35%	-1%	-1%	-5%
COCCN(C(=O)COC(=O)CCc1ccc(OC)cc1)c1c(N)n(Cc2ccccc2)c(=O)[nH]c1=O	?	25%	-14%	6%	32%[activator]	-11%	16%	.	-2%
COC(=O)C1=C(N)Oc2cc(C)[nH]c(=O)c2C1c1ccc(Cl)cc1 (stereo not given)	3%	17%	73%[activator]	-17%	4%	-11%[11.4 µM]	-2%	0%	-5%
Cc1ccn2cc(C(=O)Nc3ccc4c(c3)OCCO4)nc2c1	?	44%[activator]	7%	-33%	16%	-30%	-1%	-1%	1%
N#Cc1c(NC(=O)c2cnccn2)sc2c1CCCC2	?	-5%	15%	-9%	-22%	?	1%	-9%	-4%
CC(C)OCCCNC(=O)c1ccc(NS(C)(=O)=O)cc1	5%[59 µM]	27%	4%	2%	41%[activator]	-6%	-8%	0%	9%
CN(/N=C/c1cc(Br)cc(Br)c1O)c1cccc(C(F)(F)F)n1	79%[activator]	29%	3%	-20%	67%[activator]	-5%	-3%	-6%	-4%
O=C(NCc1ccc2c(c1)OCO2)C12CN(Cc3ccccc3)CC1C(c1cccc([N+](=O)[O-])c1)=NO2 (stereo not given)	?	42%	-2%	-30%	12%	-27%	4%	1%	-1%
O=C(Nc1ccc2c(c1)OCO2)c1cccc(Cl)c1	20%[59 µM]	18%	8%	10%	13%	-8%	11%	-3%	-4%
O=C1CN(C(=O)CN2CCCC2)C(c2ccccc2)c2cc(Br)ccc2N1 (stereo not given)	16%[59 µM]	26%	14%	2%	12%	-16%	-1%	2%	4%
Cc1ccc(C2=NOC(=O)/C2=C\c2ccc(C)o2)cc1	.	28µM*	?	11µM*	?	35µM*	?	-9%	-6%
CC(C)OC(=O)CC(=O)c1sc2nc3c(cc2c1N)CN(C)CC3	?	10%	9%	?	11µM*	?	?	-23%	-4%
COc1ccc(S(=O)(=O)NCc2ccncc2)cc1OC	1%[59 µM]	19%	-14%	12%	33%[activator]	-14%	-2%	-6%	-7%
COc1ccc(C)cc1Nc1nc2ccccc2c2nnc(C)n12	?	23%	1%	?	-2%	-1%	-1%	-11%	2%
O=C(c1ccccc1)c1ccc(N2CCOCC2)c(F)c1	59%[activator]	55%	8%	43%[activator]	?	3%	-2%	-2%	-3%
COC(=O)c1c(NC(=O)C(C)(C)C)sc2c1C(C(=O)OC)CC2 (stereo not given)	17%	42%[activator]	3%	1%	16%	-10%	8%	-5%	16%
C[C@]12CC[C@H](O)CC1=CCC1C2CC[C@@]2(C)C1CC[C@@H]2NC(=O)CCC(=O)O (stereo not given in full)	.	24%	1%	.	73%[activator]	-1%	0%	.	8%
COCCNC(=O)CSc1nc(-c2ccc(OC)c(OC)c2)cc(C(F)(F)F)n1	-3%[59 µM]	39%	1%	3%	-9%	8%	8%	0%	-8%
CC(=O)Nc1ccc(NC(=O)/C=C/c2ccccc2)cc1	1%	20%	-3%	-14%	33%[activator]	-5%	3%	-9%	i
Fc1ccc(Cn2nnc3ccccc32)cc1	-7%[2.33 µM]	10%	5%	12%	?	16%	?	-5%	-18%
Cc1ccc(Cl)c2c1NC(=O)C2(O)CC(=O)c1ccccc1O (stereo not given)	14µM*	19%	-2%	-13%	-10%	5%	-1%	0%	-4%
COc1ccc(O)c(C(=O)c2cnn(-c3ccc(Cl)cc3)c2)c1	?	-36%	?	?	103%[activator]	?	-5%	-12%	-4%
Cc1ccc(C)c(NC(=O)CN(C)C(=O)c2ccc3ncsc3c2)c1	-27%	15%	6%	11%	14%	-8%	5%	.	-6%
CC[N+](CC)(CC)C/C(N)=N/O	-4%	47%[activator]	13%	-5%	-8%	-12%	-2%	2%	i
N#CC1=C(N)Oc2ccc3ccc(O)cc3c2C1c1cccnc1 (stereo not given)	4%[59 µM]	11%	-10%	-4%	?	-8%	28%	-5%	-9%
O=C(Cc1ccccc1[N+](=O)[O-])N1CCOCC1	24%[59 µM]	30%	-3%	7%	4%	-6%	0%	-4%	0%
COc1ccc(C(=O)NC2(C(F)(F)F)NC(=O)N(CCCc3ccccc3)C2=O)cc1OC (stereo not given)	3%	-1%	-7%	-4%	80%[activator]	79µM*	3%	-8%	2%
Cc1cccc(-n2ccnc2CN2CCN(C3CCCC3)C(CCO)C2)c1 (stereo not given)	5%	24%	0%	-23%	19%	-18%	0%	3%	-3%
CC(C)CNC(CC(=O)O)c1ccccc1 (stereo not given)	-7%	35%	-17%	9%	180%[activator]	8%	-4%	-3%	i
Cc1[nH]n(-c2ccccc2)c(=O)c1C(C[N+](=O)[O-])c1ccc(Br)cc1 (stereo not given)	40µM*	-10%	34%	?	-42%	?	-11%	-3%	5%
COc1ccc(C(=O)NCCNc2nc3ccc(C)cc3cc2C#N)cc1OC	-4%	43%[activator]	-2%	4%	17%	4%	5%	-1%	-7%

Copied from the entries so far (6 entries):
SMILES	G9a inh	HP1b chromo inh	GLS inhibitor	BAZ2B block	Pol iota inh	JMJD2A Tudor	Pin1 inh	BLM helicase inh	Tb PGK inh
COc1ccc(O)c(C(=O)c2cnn(-c3ccc(Cl)cc3)c2)c1	?	-36%	?	?	103%[activator]	?	-5%	-12%	-4%
Cc1ccc(C)c(NC(=O)CN(C)C(=O)c2ccc3ncsc3c2)c1	-27%	15%	6%	11%	14%	-8%	5%	.	-6%
CC[N+](CC)(CC)C/C(N)=N/O	-4%	47%[activator]	13%	-5%	-8%	-12%	-2%	2%	i
N#CC1=C(N)Oc2ccc3ccc(O)cc3c2C1c1cccnc1 (stereo not given)	4%[59 µM]	11%	-10%	-4%	?	-8%	28%	-5%	-9%
O=C(Cc1ccccc1[N+](=O)[O-])N1CCOCC1	24%[59 µM]	30%	-3%	7%	4%	-6%	0%	-4%	0%
COc1ccc(C(=O)NC2(C(F)(F)F)NC(=O)N(CCCc3ccccc3)C2=O)cc1OC (stereo not given)	3%	-1%	-7%	-4%	80%[activator]	79µM*	3%	-8%	2%

Only part of the results is shown; count on the stated rates, not on these rows.
